Assay outcomes from PubChem.
PI4K2A block = qHTS for small molecular inhibitors of PI4K2A; activity change, negative = inhibition, % at 76.9 µM; purified PI4K2A, ADP-Glo luminescence, 1 h; stronger effect = lower value; 0.13% of 420,000 active; AID 1346378, 2018; Phosphatidylinositol 4-kinase type 2-alpha (Homo sapiens), Q9BTU6; in the data active means activity change below about -50%; inconclusive means mostly about -30% to -49%;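 further: -100% = wells without enzyme as full effect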
Target sequence (Q9BTU6 whole entry, looked up): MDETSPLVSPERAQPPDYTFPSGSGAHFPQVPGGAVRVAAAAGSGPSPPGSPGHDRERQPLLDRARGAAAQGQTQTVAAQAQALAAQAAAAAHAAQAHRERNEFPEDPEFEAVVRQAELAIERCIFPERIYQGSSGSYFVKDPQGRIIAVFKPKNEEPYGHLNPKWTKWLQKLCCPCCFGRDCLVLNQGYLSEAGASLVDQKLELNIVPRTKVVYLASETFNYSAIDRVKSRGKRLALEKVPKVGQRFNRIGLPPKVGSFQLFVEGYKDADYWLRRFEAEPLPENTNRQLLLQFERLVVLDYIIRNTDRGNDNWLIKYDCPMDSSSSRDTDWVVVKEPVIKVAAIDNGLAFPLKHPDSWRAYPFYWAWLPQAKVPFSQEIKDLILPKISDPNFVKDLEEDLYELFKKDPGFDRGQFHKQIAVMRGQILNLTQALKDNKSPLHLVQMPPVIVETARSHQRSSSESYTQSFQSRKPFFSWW
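Compounds are screened against recombinant PI4K2A using PI as substrate and ATP, the latter dispensed at 300 microM. Reactions run one hour at ambient temperature before ADP-Glo detection; full inhibition defined by wells lacking enzyme.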
TrxR1 substrate = qHTS Assay for Substrates of Mammalian Selenoprotein Thioredoxin Reductase 1 (TrxR1): qHTS; purified TrxR1 substrate turnover, NADPH consumption readout; Thioredoxin reductase 1, cytoplasmic (Rattus norvegicus), O89049; 0.01% of 390,000 active; Potency, µM (series often up to 114 µM), without a hit: top-dose activity change, negative = substrate turnover; further: potency means the concentration at half of the fitted maximal effect; on the % scale 0 is the no-effect control and ±100 the full control effect; nearly all actives have a fitted effect of over 50% in size
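Rat TrxR1, dispensed at 90 nM, was prereduced with 400 uM NADPH (final) for 5 min at ~22 deg C, then incubated with compound 15 min before 400 uM selenite. A first-read NADPH fluorescence drop versus no-compound background flagged substrates.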
GLS inh = qHTS for Inhibitors of Glutaminase (GLS). Glutaminase kidney isoform, mitochondrial (Homo sapiens), O94925. GLS enzymatic activity, qHTS titration. Potency, µM (doses to about 45.5 µM), for the others: at the top dose activity change, negative = inhibition, usual class: inhibitors. 0.21% of 410,000 active. AID 624170, 2012; further: potency means the concentration at half of the fitted maximal effect; on the % scale 0 is the no-effect control and ±100 the full control effect
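Enzyme dispensed in phosphate buffer (45 mM, pH 8.2, 0.02% Tween-20), compounds pinned in, then 1 mM L-glutamine solution and the glutamate oxidase–HRP–Amplex Red mix added; fluorescence read immediately and again after 30 min at room temperature.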
HP1b binding inh = HTS for Inhibitors of HP1-beta Chromodomain Interactions with Methylated Histone Tails | AlphaScreen HP1-beta / biotin-H3K9me3 peptide binding | Potency, µM (top dose mostly 114 µM), for inactives: at the top dose activity change, negative = inhibition, hits mostly inhibitors | AID 540317, 2011 | 0.56% of 390,000 active | Chromobox protein homolog 1 (Homo sapiens), P83916; further: potency means the concentration at half of the fitted maximal effect; nearly all actives have a fitted effect of over 70% in size; inactives centre near 23
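HP1-beta protein (50 nM final) preincubated 30 min at room temperature with biotinylated H3(1-18)K9me3 peptide (50 nM) in PBS pH 7.4, 0.01% Tween-20, then compound added for 30 min. AlphaScreen streptavidin donor/nickel chelate acceptor beads (10 ug/mL final), 30 min dark, luminescence read.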
USP1 inh = Inhibitors of USP1/UAF1: Primary Screen. Ubiquitin carboxyl-terminal hydrolase 1 (Homo sapiens), O94782. recombinant USP1/UAF1, Ub-Rhodamine cleavage fluorescence. Potency, µM (doses to about 57.1 µM), for the others: at the top dose activity change, negative = inhibition, most hits filed as inhibitors. 0.23% of 390,000 active. AID 743255, 2014; further: potency means the concentration at half of the fitted maximal effect; on the % scale 0 is the no-effect control and ±100 the full control effect; nearly all actives have a fitted effect of over 60% in size; inactives centre near -12
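High-throughput fluorogenic screen: 1nM USP1/UAF1 complex, Ub-Rho substrate 150nM final, 50mM HEPES pH 7.8 with 0.5mM EDTA, 0.1 mg/ml BSA, 1mM TCEP and 0.01% Tween-20.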
Tb PGK inh = qHTS Assay to Find Inhibitors of Phosphoglycerate Kinase. Phosphoglycerate kinase, glycosomal (Trypanosoma brucei brucei), P07378. PGK/GAPDH coupled, Kinase-Glo luminescence, 60 min. Potency, µM (top dose mostly 57.5 µM), for the others: top-dose activity change, negative = inhibition, usual class: inhibitors. 0.043% of 380,000 active. AID 602233, 2012; further: potency means the concentration at half of the fitted maximal effect; on the % scale 0 is the no-effect control and ±100 the full control effect; nearly all actives have a fitted effect of over 60% in size
Target sequence (P07378 whole entry, looked up): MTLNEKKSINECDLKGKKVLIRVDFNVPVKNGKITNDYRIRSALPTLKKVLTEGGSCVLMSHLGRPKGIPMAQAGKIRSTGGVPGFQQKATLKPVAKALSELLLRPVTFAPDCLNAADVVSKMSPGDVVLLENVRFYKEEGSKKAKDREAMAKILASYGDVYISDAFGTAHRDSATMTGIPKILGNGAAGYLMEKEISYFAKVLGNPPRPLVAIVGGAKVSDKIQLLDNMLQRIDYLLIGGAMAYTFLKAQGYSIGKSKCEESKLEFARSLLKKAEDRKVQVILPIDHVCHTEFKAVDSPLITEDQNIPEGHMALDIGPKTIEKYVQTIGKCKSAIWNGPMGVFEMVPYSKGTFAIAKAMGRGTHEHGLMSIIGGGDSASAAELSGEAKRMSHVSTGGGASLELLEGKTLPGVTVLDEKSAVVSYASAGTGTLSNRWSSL
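Luminescent ATP detection (Kinase-Glo Plus) follows a 60-minute room-temperature incubation, with wells lacking PGK as controls. Buffer: 100 mM TEA (pH 7.6), 5 mM MgCl2, 0.01% Tween-20. Coupling enzyme GAPDH (100 nM final) supplies unstable 1,3-BPG in-well.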
IDH1 R132H inh = qHTS for Inhibitors of mutant isocitrate dehydrogenase 1 (IDH1): qHTS; Isocitrate dehydrogenase [NADP] cytoplasmic (Homo sapiens), O75874; IDH1-R132H enzyme, NADPH consumption, diaphorase/resazurin fluorescence; Potency, µM (titrated, usually from 76.6 µM), without a hit: at the top dose activity change, negative = inhibition, most hits filed as inhibitors; 0.093% of 390,000 active; AID 602179, 2012; further: potency means the concentration at half of the fitted maximal effect; on the % scale 0 is the no-effect control and ±100 the full control effect; nearly all actives have a fitted effect of over 65% in size
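IDH1-R132H (0.5 ug/mL dispensed) in pH 7.5 Tris buffer was preincubated 30 min with compound, then given a substrate mix of 0.016 mM NADPH and 2 mM alpha-KG for 80 min at room temperature; remaining NADPH was read by diaphorase/resazurin fluorescence.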
Pin1 inh = qHTS Assay to Find Inhibitors of Pin1; Peptidyl-prolyl cis-trans isomerase NIMA-interacting 1 (Homo sapiens), Q13526; Pin1 FP peptide displacement, HiFluor488, 10 min; Potency, µM (top dose mostly 115 µM), without a hit: at the top dose activity, negative = inhibition, usual class: inhibitors; 0.009% of 390,000 active; AID 504891, 2011; active means well fitted inhibition curve with a large enough effect in the polarisation, with a control signal flat, not every such curve was filed as active; inconclusive means small, poorly fitted or top-dose-only effect, or effect the other way, or a change in a side signal; inactive means no such curve, though single readings can be large or run the other way; the % refers to the polarisation; further: potency means the concentration at half of the fitted maximal effect; on the % scale 0 is the no-effect control and ±100 the full control effect
TrxR1 inh = qHTS Assay for Inhibitors of Mammalian Selenoprotein Thioredoxin Reductase 1 (TrxR1): qHTS; recombinant rTrxR1, NADPH fluorescence consumption, selenite substrate; Potency, µM (titrated, usually from 114 µM), for inactives: at the top dose activity change, negative = inhibition, usual class: inhibitors; 1% of 390,000 active; AID 588453, 2011; further: potency means the concentration at half of the fitted maximal effect; on the % scale 0 is the no-effect control and ±100 the full control effect; nearly all actives have a fitted effect of over 65% in size
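Rat TrxR1 (90 nM in the dispensed reagent) was pre-reduced with 400 uM NADPH for 5 min at room temperature, then incubated with compound for 15 min. After 400 uM selenite was added, NADPH fluorescence (Ex 340/Em 450 nm) was followed for 8 min.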
An asterisk follows results filed as active; i = inactive; ? = inconclusive; . = no result given; [ ] = remark or other dose. Unless noted, the call rests on the fitted dose curve; in most records, active means well fitted curve in the direction sought with a large enough effect; inconclusive means small, poorly fitted or top-dose-only effect, or another doubt; inactive means no such curve, though single readings can be large; an effect the other way counts as inactive or inconclusive.

PI4K2A block,TrxR1 substrate,GLS inh,HP1b binding inh,USP1 inh,Tb PGK inh,IDH1 R132H inh,Pin1 inh,TrxR1 inh,SMILES
0,-3%[57.1 µM],8%,11%,-14%,-6%,0%,-6%,10%[57.1 µM],O=C(Nc1ccc(C(=O)N2CCN(c3ccc(F)cc3)CC2)cc1)C1=CSCCO1
5,10%,-1%,56%[activator],-22%,-7%,-7%,0%,25%,Clc1cccc(CNc2ncnc3c2nc2n3CCCC2)c1
-6,1%,4%,26%,-15%,2%,-9%,8%,8%,CC(=O)c1cccc(N(CC(=O)NC2CCCC2)C(=O)c2ccc(C)s2)c1
-8,-6%,8%,-5%,-8%,4%,4%,1%,-10%,O=C(COC(=O)c1cc([N+](=O)[O-])ccc1N1CCOCC1)c1ccccc1
-4,.,17%,.,-10%,4%,0%,.,.,O=C(NC(=S)N1CC=CCC1)c1ccccc1
1,-9%,-5%,21%,-16%,-1%,-2%,-2%,-8%,Cc1ccc(S(=O)(=O)N2CCN(CC(O)c3ccccc3)CC2)cc1C (centres undefined)
0,-10%,40%[activator],38%,-17%,-5%,6%,-1%,-11%,N=c1ncn(CC(O)CO)c2nc(N3CCOCC3)[nH]c12 (centres undefined)
6,.,-12%,.,-25%,-9%,10%,.,.,CCOC(=O)CCCCCC(=O)Nc1ccc2c(c1)C(=O)N([C@@H](C)CO)C[C@H](C)[C@H](CN(C)C(=O)Nc1ccc(C(F)(F)F)cc1)OCCCC[C@H](C)O2

Brought forward from above: two entries; new compounds follow.
PI4K2A block,TrxR1 substrate,GLS inh,HP1b binding inh,USP1 inh,Tb PGK inh,IDH1 R132H inh,Pin1 inh,TrxR1 inh,SMILES
0,-10%,40%[activator],38%,-17%,-5%,6%,-1%,-11%,N=c1ncn(CC(O)CO)c2nc(N3CCOCC3)[nH]c12 (centres undefined)
6,.,-12%,.,-25%,-9%,10%,.,.,CCOC(=O)CCCCCC(=O)Nc1ccc2c(c1)C(=O)N([C@@H](C)CO)C[C@H](C)[C@H](CN(C)C(=O)Nc1ccc(C(F)(F)F)cc1)OCCCC[C@H](C)O2
-3,-8%[57.1 µM],3%,13%,3%,-1%,5%,4%,-12%[57.1 µM],CCCCNC(=O)CCCn1c(=O)[nH]c2ccc(Br)cc2c1=O
0,5%[57.1 µM],0%,30%[activator],?,-2%,9%,0%,8%[57.1 µM],COc1cc(OC)cc(C(=O)N[C@H](C(=O)OCC(=O)Nc2ccc(C(N)=O)cc2)C(C)C)c1
6,-5%,1%,11%,-1%,-6%,2%,-3%,-6%,Cc1cc(C)n2c(SCc3ccccc3Cl)nnc2n1
-3,3%[57.1 µM],-7%,22%,0%,-3%,0%,7%,3%[57.1 µM],O=C1CN(S(=O)(=O)c2cc(Cl)ccc2Cl)CCN1
-2,0%,-1%,56%[activator],-19%,.,-6%,4%,22%,CCC(=O)Nc1nnc(S(=O)(=O)N(C)c2cc(C)cc(C)c2)s1
6,-7%,24%,33%,-15%,-10%,3%,-10%,-12%,CCCCS(=O)(=O)Nc1ccc(N2CCOCC2)c(S(=O)(=O)N2CCOCC2)c1
-8,-1%,5%,30%,-5%,2%,-5%,12%,4%,CCc1nccn1CCC(=O)NC1CCCc2c1cnn2-c1ccc(F)cc1F (centres undefined)
-4,8%[57.1 µM],7%,8%,-11%,1%,8%,-1%,22%[57.1 µM],CC(NC(=O)Nn1cnnc1)(C(F)(F)F)C(F)(F)F
-1,-13%,7%,-3%,-13%,4%,9%,25%,-12%,CC(=O)c1c(C)[nH]c(C(=O)Nc2cc(C)cc(C)c2)c1C
-10,0%[57.1 µM],4%,-6%,-14%,-3%,-5%,?,0%[57.1 µM],COc1ccc(N2CCN(C(=O)c3cc4c(=O)n(Cc5cccs5)ccc4nc3C)CC2)cc1
-3,8%,8%,13%,-21%,-6%,-4%,10%,37%[activator],Cc1cccc(N2CCN(C(=O)c3oc(=O)c4ccccc4c3-c3ccccc3)CC2)c1C
6,6%[57.1 µM],8%,15%,-16%,-6%,2%,0%,10%[57.1 µM],CCC(c1nnnn1C1CCCC1)N(Cc1cccs1)Cc1cc2cc(C)ccc2[nH]c1=O (centres undefined)
-2,9%[57.1 µM],11%,20%,15%,1%,-12%,25%,-1%[57.1 µM],Clc1ccc(C2[C@H]3CN(Cc4cccnc4)[C@H](c4ccccc4)C34CC2(c2cccnc2)C4)cn1 (some centres undefined)
-2,12%,0%,28%,-10%,-6%,3%,6%,20%,Cc1cccc(C)c1NC(=O)CCCn1c(=O)c2cccn2c2ccccc21
3,3%[57.1 µM],-3%,-1%,?,i,2%,-9%,7%,COc1ccc(CNC(=O)CN(C(=O)c2cc3sccc3n2C)C2CCCC2)cc1
0,-6%[57.1 µM],-3%,26%,-17%,0%,9%,0%,-12%[11.4 µM],NC(CSC1(c2ccc(Cl)cc2)c2ccccc2-c2ccccc21)C(=O)O (centres undefined)
-5,7%[57.1 µM],4%,21%,-16%,-5%,-7%,-3%,8%[57.1 µM],COC(=O)c1cn(NC(=O)c2cnccn2)c(=O)c2ccccc12
-2,-7%,-4%,47%[activator],-19%,0%,2%,-6%,-4%,COc1ccc(C2=CC(=O)OC3(CCCCC3)O2)cc1
-6,1%[57.1 µM],-6%,15%[57 µM],0%,-2%,-11%,-5%,10%[57.1 µM],Cc1ccc(S(=O)(=O)NCCc2cn3ccsc3n2)cc1
-2,7%,1%,18%,-5%,i,4%,-12%,17%,O=C(c1cc(-c2ccccc2)on1)N1CCCC1
7,-8%,0%,69%[activator],-16%,i,7%,0%,8%[57.1 µM],CCOC(=O)c1ccc(NC(=O)C2COc3ccccc3O2)cc1 (centres undefined)
4,-12%,-2%,22%,0%,0%,-9%,1%,-6%,O=C(CO/N=C/c1ccc(OC(F)F)cc1)N1CCc2ccccc21
-3,9%[57.1 µM],3%,4%,-22%,-7%,11%,-1%,23%[57.1 µM],Cc1ccc(C(=O)N/C(=C\c2cccs2)C(=O)NCCCN2CCOCC2)cc1
3,-10%,-1%,13%,-11%,-3%,-3%,?,-6%,COc1ccccc1/C=C1\SC(N2CCC(C)CC2)=NC1=O

Looked up one by one from the entries so far:
PI4K2A block,TrxR1 substrate,GLS inh,HP1b binding inh,USP1 inh,Tb PGK inh,IDH1 R132H inh,Pin1 inh,TrxR1 inh,SMILES
-5,7%[57.1 µM],4%,21%,-16%,-5%,-7%,-3%,8%[57.1 µM],COC(=O)c1cn(NC(=O)c2cnccn2)c(=O)c2ccccc12
-6,1%[57.1 µM],-6%,15%[57 µM],0%,-2%,-11%,-5%,10%[57.1 µM],Cc1ccc(S(=O)(=O)NCCc2cn3ccsc3n2)cc1
4,-12%,-2%,22%,0%,0%,-9%,1%,-6%,O=C(CO/N=C/c1ccc(OC(F)F)cc1)N1CCc2ccccc21

The listing continues.
PI4K2A block,TrxR1 substrate,GLS inh,HP1b binding inh,USP1 inh,Tb PGK inh,IDH1 R132H inh,Pin1 inh,TrxR1 inh,SMILES
0,?,26%,18%,-1%,-1%,0%,-4%,1%,Cc1ccc(S(=O)(=O)Nc2cccc3ncccc23)cc1
2,-6%,3%,13%,-5%,2%,16%,2%,-19%,Cc1ccc(CNC(N)=S)cc1
0,-4%,0%,26%,-18%,-5%,5%,1%,-4%,COCCCNC(=O)Cc1ccc(S(=O)(=O)N2CCOCC2)s1
1,1%,3%,37%,-13%,15%,-2%,-3%,4%,CC1CN(CCCCSc2ccccc2)CC(C)O1 (centres undefined)
-2,16%[57.1 µM],6%,3%,-12%,.,5%,0%,-6%,Cc1cc(SCC(=O)OCC(=O)N2CCN(C(=O)c3ccco3)CC2)c(C)cc1Br

An excerpt; count on the stated rates, not on these rows.
